Source: PubChem BioAssay
PAFAH2 FP inh: PAFAH2 enzyme inhibitors, primary screen, biochemical, fluorescence polarization, human; actives 0.99% (n = 340,000); recombinant PAFAH2, FP-rhodamine activity probe; Platelet-activating factor acetylhydrolase 2, cytoplasmic (Homo sapiens), Q99487; inhibition, % at 3.39 µM;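 active = inhibition above the mean over all tested compounds plus 3 SD, cut at about 30% in these data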;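 also: inhibitors block probe labeling of enzyme so polarization drops; 0% = enzyme with DMSO and 100% = wells lacking PAFAH2 protein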
PAFAH1B2 FP inh: PAFAH1B2 enzyme inhibitors, primary screen, biochemical, fluorescence polarization, human; Platelet-activating factor acetylhydrolase IB subunit alpha2 (Homo sapiens), P68402; recombinant PAFAH1B2, FP-rhodamine activity probe; inhibition, % at 3.39 µM; actives 1.2% (n = 340,000);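 active = inhibition above the mean of all tested compounds plus 3 SD, cut at about 24% in these data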;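 also: 0% = enzyme with DMSO and 100% = wells lacking PAFAH1B2; many of its hits are not listed in these tables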
ZTA counter: ZTA (EBV) inhibition in EBNA-1 counter-screen. AID 2234. P03206. inhibition, % at 11 µM. actives 0.15% (n = 320,000). ZTA-DNA binding, fluorescence polarization; in the data active = inhibition above about 33%
EBNA-1 inhibitor: EBNA-1 DNA-binding inhibitors, primary screen, biochemical, fluorescence polarization; inhibition, % at 14.8 µM; actives 0.34% (n = 300,000); in the data active = inhibition above about 28%
LYPLA1 inh: LYPLA1 inhibitors, primary screen, counter-screen for PME1 inhibitor project, biochemical, fluorescence polarization, FP-Rh probe ABPP. Acyl-protein thioesterase 1 (Homo sapiens), O75608. recombinant LYPLA1. inhibition, % at 5.9 µM. actives 0.16% (n = 320,000). AID 2174, 2009;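 active = inhibition above the mean of all tested compounds plus 3 SD, set per campaign, cut at about 14% in these data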;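 also: inhibitors block serine hydrolase probe labeling of LYPLA1 so polarization falls; 0% = enzyme with DMSO and 100% = wells lacking LYPLA1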
Target sequence (O75608 whole entry, looked up): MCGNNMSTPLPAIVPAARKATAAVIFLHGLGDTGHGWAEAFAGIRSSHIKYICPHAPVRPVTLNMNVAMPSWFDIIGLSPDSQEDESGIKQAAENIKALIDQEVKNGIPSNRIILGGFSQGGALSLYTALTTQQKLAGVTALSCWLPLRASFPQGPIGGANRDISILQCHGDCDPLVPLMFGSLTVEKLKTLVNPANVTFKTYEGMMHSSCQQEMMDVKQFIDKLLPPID
pPAFAH inh: pPAFAH enzyme inhibitors, primary screen, biochemical, fluorescence polarization, human; recombinant pPAFAH, FP-rhodamine probe fluorescence polarization; inhibition, % at 3.39 µM; actives 1.5% (n = 330,000); AID 463082, 2010;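 active = inhibition above the mean inhibition across the screen plus 3 SD, cut at about 25% in these data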;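 also: inhibitors block binding of the rhodamine activity-based probe so polarization drops; 0% = enzyme with DMSO and 100% = wells lacking pPAFAH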
PAFAH1B3 inh: PAFAH1B3 enzyme inhibitors, primary screen, biochemical, fluorescence polarization, human. Platelet-activating factor acetylhydrolase IB subunit alpha1 (Homo sapiens), Q15102. recombinant PAFAH1B3, FP-rhodamine probe. inhibition, % at 3.39 µM. actives 0.28% (n = 340,000);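 active = inhibition above the screen-wide average of all tested compounds plus 3 SD, cut at about 25% in these data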;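 also: 0% = enzyme with DMSO only and 100% = wells lacking PAFAH1B3 protein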
PREPL inh: PREPL enzyme inhibitors, primary screen, biochemical, fluorescence polarization. recombinant PREPL, fluorescence polarization activity-based probe. inhibition, % at 5.96 µM. AID 2751, 2010. Prolyl endopeptidase-like (Homo sapiens), Q4J6C6. actives 0.68% (n = 320,000); in the data active = inhibition above about 43%;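 also: 0% = enzyme with DMSO and 100% = wells lacking enzyme; many of its hits are not listed in these tables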
Target sequence (Q4J6C6 whole entry, looked up): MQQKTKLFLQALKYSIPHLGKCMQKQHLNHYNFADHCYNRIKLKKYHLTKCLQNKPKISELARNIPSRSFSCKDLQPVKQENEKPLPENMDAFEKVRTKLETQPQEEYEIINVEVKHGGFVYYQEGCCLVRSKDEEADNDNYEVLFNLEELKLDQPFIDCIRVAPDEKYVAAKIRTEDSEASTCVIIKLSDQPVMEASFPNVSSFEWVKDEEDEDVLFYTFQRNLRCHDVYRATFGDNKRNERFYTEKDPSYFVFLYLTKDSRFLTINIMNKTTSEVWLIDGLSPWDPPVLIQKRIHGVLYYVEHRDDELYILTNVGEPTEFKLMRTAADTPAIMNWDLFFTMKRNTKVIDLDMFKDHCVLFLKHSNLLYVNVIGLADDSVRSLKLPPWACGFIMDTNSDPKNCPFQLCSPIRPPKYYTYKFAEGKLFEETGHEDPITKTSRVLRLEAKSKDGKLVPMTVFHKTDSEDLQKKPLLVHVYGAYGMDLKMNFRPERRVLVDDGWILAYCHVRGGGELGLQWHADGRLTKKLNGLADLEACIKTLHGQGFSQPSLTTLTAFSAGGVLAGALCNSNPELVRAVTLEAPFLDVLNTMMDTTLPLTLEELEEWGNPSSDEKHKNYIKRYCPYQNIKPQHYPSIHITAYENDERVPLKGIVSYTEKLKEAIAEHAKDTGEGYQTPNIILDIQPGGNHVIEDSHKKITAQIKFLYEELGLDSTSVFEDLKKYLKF
LYPLA2 inh: LYPLA2 inhibitors, primary screen, counter-screen for PME1 inhibitor project, biochemical, fluorescence polarization, FP-Rh probe ABPP; Acyl-protein thioesterase 2 (Homo sapiens), O95372; recombinant LYPLA2; inhibition, % at 5.9 µM; actives 0.38% (n = 320,000); AID 2177, 2009;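 active = inhibition above the screen-wide mean plus 3 SD, limit set per campaign, cut at about 26% in these data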;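 also: 0% = LYPLA2 with DMSO and 100% = wells lacking LYPLA2 enzyme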
* = called active by the depositor; nt = not tested or not shown. This is a subset. The share of hits here may be higher or lower than overall.

SMILES	PAFAH2 FP inh	PAFAH1B2 FP inh	ZTA counter	EBNA-1 inhibitor	LYPLA1 inh	pPAFAH inh	PAFAH1B3 inh	PREPL inh	LYPLA2 inh
CC(=O)Nc1ccc(S(=O)(=O)/N=C2/NC(=O)/C(=C\c3ccco3)S2)cc1	6.5	0.2	-7.8	1.9	-1.2	12.3	9.4	5.4	-4.3
COc1ccc(C2C3=C(CCCC3=O)N(CC(=O)O)C3=C2C(=O)CCC3)cc1	5.4	3.4	2.7	-7.4	-0.1	0.6	-1.2	1.1	0.0
CN(c1ccccc1)S(=O)(=O)c1cccc(NC(=O)CSc2nnc(C3CC3)n2C)c1	-0.6	0.4	-8.1	nt	-1.8	-0.5	6.4	1.5	-4.0
O=C(CCc1ccccc1)N1CCN(c2ccccc2F)CC1	-0.4	3.8	-9.2	2.0	-1.3	4.0	0.6	-9.4	1.3
CCOC(=O)Nc1ccc2c(c1)N(C(=O)C(C)N1CCCC1)c1ccccc1CC2 (centres undefined)	9.8	2.9	16.7	12.7	2.4	0.2	3.8	9.7	-0.4
CCc1ccc(S(=O)(=O)Nc2ccc(-c3ccc4nncn4n3)cc2)s1	7.4	5.1	-1.8	7.0	-1.6	8.7	7.9	-15.0	-0.6
COc1ccc(OC)c(CN2CCN(C(=O)c3cccs3)CC2)c1	5.1	2.4	5.0	6.7	-0.3	1.2	3.4	9.5	6.6
CCOC(=O)C1CCN(c2c([N+](=O)[O-])c(C(Cl)Cl)nn2-c2ccccc2)CC1	5.0	10.9	3.8	-6.0	-2.0	7.2	0.8	8.1	4.3
COC(=O)c1cc(OC)c(OC)cc1NC(=O)CSc1ccccc1	-1.3	-1.0	-6.0	-3.5	-2.7	0.5	4.3	2.8	-2.6
Cc1cccc(C)c1NC(=O)CN1CCN(CCCC(c2ccc(F)cc2)c2ccc(F)cc2)CC1	2.1	0.3	-2.8	14.0	-1.0	13.4	11.5	-10.1	1.2
CCCCNC(=O)N1CCOCCOCCN(C(=O)NCCCC)CCOCCOCC1	3.8	-1.9	-17.1	3.1	4.0	-4.0	2.1	7.5	8.6
CCN(CC)S(=O)(=O)c1cc(NS(=O)(=O)c2cccs2)ccc1C	-1.4	2.5	nt	nt	nt	5.0	-2.1	10.1	nt
CCN1C(=O)[C@H]2[C@@H](c3ccc(C)cc3)N3C(=O)N(c4ccc(C)cc4)C(=O)[C@@]3(Cc3ccc(Cl)cc3)[C@H]2C1=O	-1.0	1.8	-2.2	-4.2	-2.7	1.5	-0.1	7.8	3.2
COc1ccccc1-c1ccc(SCC(=O)NC2CCCCC2)nn1	-1.6	2.6	-12.0	-2.6	-0.7	-0.5	2.5	35.9	1.6
Cc1cc(C)n2nc(C(=O)OCC(=O)c3ccc(F)cc3)nc2n1	3.8	-2.1	-2.6	-0.4	-2.6	0.2	-0.5	6.7	1.8
CCn1nc(C(=O)OCc2c(C)noc2C)c2ccccc2c1=O	2.7	-2.7	12.2	-2.8	-1.2	3.5	0.5	-1.0	-4.8
Cc1ccc(NC(=S)NCc2ccccc2)cc1C	5.9	8.9	8.2	2.4	-0.1	0.9	3.4	-20.9	2.5
C[C@H](NC(=O)[C@H]1N2C(=O)c3ccccc3C2SC1(C)C)C(=O)NCc1ccncc1 (some centres undefined)	-1.5	3.0	1.2	7.4	-1.9	1.3	3.3	11.2	6.1
COc1ccccc1NC(=O)CN(c1ccc([N+](=O)[O-])cc1)S(=O)(=O)c1ccccc1	14.4	5.7	8.0	-0.6	0.4	6.8	11.1	1.0	4.9
Cc1cc(C)cc(CC2CC(=O)N(c3ccc(Cl)cn3)C2=O)c1 (centres undefined)	-4.2	2.0	-2.6	-8.0	-1.8	-5.7	0.5	0.4	-2.9
O=C1CC(c2ccccc2)CC(O)=C1C=NCc1ccccc1 (centres undefined)	3.9	8.1	5.0	-1.0	2.3	8.5	7.0	-0.7	-0.3
O=C(CN1CCCC1)NC12CC3CC(CC(C3)C1)C2	-8.2	0.3	-4.8	-7.3	-4.1	-3.6	4.2	-2.3	0.5
COc1cccc(N/C(N)=N/c2nc(CSc3ccccn3)cc(=O)[nH]2)c1	nt	nt	-7.2	-0.6	-1.6	-0.9	nt	10.9	3.5
Cc1ccc(C)c(NC(=O)CN(C)C(=O)c2sccc2C)c1	0.2	4.4	5.8	1.3	-3.2	4.7	3.9	-4.4	1.9
Cc1cc(Nc2ccccc2)c2c([N+](=O)[O-])c(C)cc(C)c2n1	4.8	5.6	-4.7	10.3	-2.7	10.1	-1.0	17.3	-1.5
COC(=O)CNC(=O)Cn1c(=O)n(Cc2ccc(F)cc2)c(=O)c2sccc21	3.5	3.6	11.6	6.4	1.3	2.8	7.5	-5.0	2.0
CC(Nc1n[nH]c(=O)[nH]c1=O)C(=O)N/N=C/c1ccccc1 (centres undefined)	-0.9	5.8	11.4	3.9	-0.3	3.1	-4.7	-5.7	-5.4
O=[N+]([O-])c1ccc(COc2ccc(-c3[nH]ncc3-c3ccc(Cl)cc3)c(O)c2)cc1	-3.3	1.4	-5.0	4.7	-22.4	-1.3	0.8	-1.6	-28.4
Cc1ccc(OCC(=O)O/N=C(\N)Cc2ccc([N+](=O)[O-])cc2)cc1C	-4.8	7.7	-1.0	-1.0	4.0	5.9	1.4	2.6	-2.4
Cc1ccc2[nH]c3c(=O)n(CCCN4CCN(C)CC4)cnc3c2c1	5.6	3.9	8.2	5.7	1.4	2.5	6.4	2.5	5.5
CCOc1ccc(S(=O)(=O)N(C)CCO)cc1-c1nc2c(C(C)(C)C)nn(C)c2c(=O)[nH]1	-1.7	5.7	-2.4	-4.2	-5.0	1.8	4.1	10.4	-3.4
O=C(NC(=S)N1CCCC1)c1cccc([N+](=O)[O-])c1	-2.8	1.5	-4.3	-1.0	-5.2	2.2	2.4	0.2	-2.8
CCC(C)NC(=O)C1(O)c2ccccc2NC(=O)N1c1ccc(C)c(C)c1 (centres undefined)	3.5	1.9	-7.1	6.0	0.2	5.1	9.6	7.4	23.2
Cc1ccc(-c2ccc(/C=N/n3cnnc3)o2)cc1Cl	-0.3	11.5	-14.0	-3.1	-5.2	-2.0	4.2	5.3	-8.3
Cc1cc(C)n(-c2nnc(C)n2/N=C/c2ccco2)n1	2.9	6.4	-14.5	-10.1	5.0	5.5	1.5	11.4	8.5
COc1ccc(C(=O)NC(C(=O)NCC2CCCO2)C(C)C)cc1 (centres undefined)	5.2	5.2	-3.1	10.3	4.1	2.5	1.0	7.2	-0.1
O=C(CN(c1ccc(F)cc1)S(=O)(=O)c1ccc2c(c1)OCCO2)NCc1ccncc1	-11.0	2.2	2.0	-2.9	1.9	2.1	0.6	-5.7	2.8
COc1ccc(OC)c(S(=O)(=O)N2CCCC(N3CCN(c4ccccc4)CC3)C2)c1 (centres undefined)	-1.4	3.4	6.5	3.1	1.7	0.1	2.9	21.9	2.1
CCC(c1nnc(SCC(=O)NCCc2ccc(Cl)cc2Cl)o1)N(C)C (centres undefined)	5.1	1.1	14.1	3.0	-1.1	-1.3	14.3	34.8	-3.2
CCN(C(=O)c1cc2c(=O)[nH]c3ccc(C)cc3c2s1)c1ccccc1F	9.5	4.0	22.1	1.9	1.0	4.8	-2.4	3.9	-4.3
CC1c2[nH]c3ccccc3c2C[C@H]2C(=O)N(CCO)CC(=O)N12 (some centres undefined)	14.6	1.6	0.5	0.8	0.9	2.8	1.2	0.8	-4.0
COc1ccccc1C(=O)COC(=O)CN1C(=O)c2ccccc2C1=O	-2.7	3.2	-6.7	10.7	-2.3	6.0	-3.9	3.8	-1.4
COc1ccccc1N1CCN(C(=O)c2cc(C(=O)N3CCN(c4ccccc4OC)CC3)cc([N+](=O)[O-])c2)CC1	2.7	-1.4	10.6	-6.4	-3.4	-9.2	6.3	-4.1	-0.4
O=C(CSc1cn(CCNC(=O)c2c(F)cccc2F)c2ccccc12)NCC1CCCO1 (centres undefined)	-4.2	0.1	-7.0	3.0	-3.0	4.4	4.1	-0.4	6.3
CCCN(CCC)Cc1c(C(=O)N/N=C/C(C)=C\c2ccccc2)nnn1-c1nonc1N	1.0	4.0	17.5	0.5	-15.7	-2.6	-2.2	24.0	-13.8
O=C(O)CCSc1ccccn1	-2.9	5.8	12.0	-17.2	1.4	-6.4	11.1	9.6	-1.0
CCCCNC(=O)C1CCN(S(=O)(=O)c2cnc[nH]2)CC1	-1.8	7.8	-2.5	0.3	5.6	-0.8	8.2	6.1	3.5
CC1CCCC(C)N1C(=O)COC(=O)Cn1cnc2c1c(=O)n(C)c(=O)n2C (centres undefined)	1.2	4.3	1.7	1.0	2.9	-1.2	2.3	-4.6	2.1
CCCCNS(=O)(=O)c1ccc2nc(SCC(N)=O)[nH]c2c1	-2.2	-1.9	-2.9	3.3	3.4	0.6	8.5	13.9	10.8
CCOC(=O)Cc1csc(NS(=O)(=O)c2ccc(C(F)(F)F)cc2)n1	nt	nt	-0.1	-0.2	2.0	1.3	nt	13.9	1.4
Cc1ccc(N(CC(N)=O)C2SC(=O)N(Cc3cccc(C(=O)O)c3)C2=O)cc1 (centres undefined)	4.9	22.7	11.0	7.8	0.5	5.6	8.2	8.4	1.8
C#CCNC(=O)C1=C[C@H](c2coc3ccccc3c2=O)C[C@H](OCc2ccc(CO)cc2)O1	6.0	3.0	12.5	0.3	1.2	0.0	10.8	-6.1	-0.7
CCN1CCCC1CNc1ccc(S(C)(=O)=O)cc1[N+](=O)[O-] (centres undefined)	-6.5	-6.7	6.8	-5.5	1.4	0.9	6.9	-2.3	-0.4
CN(C)C(=O)COC(=O)c1cc(Cl)cc(Cl)c1N	-4.2	0.7	-2.6	3.7	8.0	3.8	1.4	-3.6	5.8
CCOc1ccccc1NC(=O)C(OC(=O)c1cc(C)oc1C)c1ccccc1 (centres undefined)	-4.4	-1.6	4.0	5.4	-2.6	4.9	-4.8	-15.0	0.8
CN(C(=O)C1CCC(=O)N(C2CC2)C1)C1CCCCC1 (centres undefined)	-6.3	-1.1	6.1	15.3	-3.8	0.9	6.3	-1.0	-4.7
Cc1oc(-c2ccccc2F)nc1CSCC(=O)NC1CCC(C)CC1 (centres undefined)	0.1	1.0	-7.5	-8.7	0.1	4.0	8.8	-0.9	0.0
